TCR-CD3 inh = inhibitors of human TCR-CD3 interaction | inhibition, % at 9.4 µM | AID 651800 | TAMRA-labeled TCR probe fluorescence, biochemical | 360,000 tested, 0.37% active; in the data active = inhibition above about 19%;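 also: recombinant mutant TCR 2C K166C tagged with TAMRA read by polarization; 0% = receptor in buffer alone and 100% = receptor with positive control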
PRMT1 FP inh = blocks human protein arginine methyltransferase 1 | recombinant PRMT1, activity-based probe fluorescence polarization | 370,000 tested, 1.3% active | inhibition, % at 2.79 µM;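 active = inhibition above about 21% made by adding two undisclosed values, limit read from the data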
GC-B act = GC-B (human) receptor activation; P20594; HEK293-GC-B cells, CNP EC30, cGMP TR-FRET; 0% at EC30 CNP, 100% saturating CNP; activation, % at 10 µM; 370,000 tested, 0.11% active; AID 1920062;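 active = activation at 10 µM reaching about 35% in either raw or pattern-adjusted values, limit read from the data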
Target sequence (P20594 whole entry, looked up): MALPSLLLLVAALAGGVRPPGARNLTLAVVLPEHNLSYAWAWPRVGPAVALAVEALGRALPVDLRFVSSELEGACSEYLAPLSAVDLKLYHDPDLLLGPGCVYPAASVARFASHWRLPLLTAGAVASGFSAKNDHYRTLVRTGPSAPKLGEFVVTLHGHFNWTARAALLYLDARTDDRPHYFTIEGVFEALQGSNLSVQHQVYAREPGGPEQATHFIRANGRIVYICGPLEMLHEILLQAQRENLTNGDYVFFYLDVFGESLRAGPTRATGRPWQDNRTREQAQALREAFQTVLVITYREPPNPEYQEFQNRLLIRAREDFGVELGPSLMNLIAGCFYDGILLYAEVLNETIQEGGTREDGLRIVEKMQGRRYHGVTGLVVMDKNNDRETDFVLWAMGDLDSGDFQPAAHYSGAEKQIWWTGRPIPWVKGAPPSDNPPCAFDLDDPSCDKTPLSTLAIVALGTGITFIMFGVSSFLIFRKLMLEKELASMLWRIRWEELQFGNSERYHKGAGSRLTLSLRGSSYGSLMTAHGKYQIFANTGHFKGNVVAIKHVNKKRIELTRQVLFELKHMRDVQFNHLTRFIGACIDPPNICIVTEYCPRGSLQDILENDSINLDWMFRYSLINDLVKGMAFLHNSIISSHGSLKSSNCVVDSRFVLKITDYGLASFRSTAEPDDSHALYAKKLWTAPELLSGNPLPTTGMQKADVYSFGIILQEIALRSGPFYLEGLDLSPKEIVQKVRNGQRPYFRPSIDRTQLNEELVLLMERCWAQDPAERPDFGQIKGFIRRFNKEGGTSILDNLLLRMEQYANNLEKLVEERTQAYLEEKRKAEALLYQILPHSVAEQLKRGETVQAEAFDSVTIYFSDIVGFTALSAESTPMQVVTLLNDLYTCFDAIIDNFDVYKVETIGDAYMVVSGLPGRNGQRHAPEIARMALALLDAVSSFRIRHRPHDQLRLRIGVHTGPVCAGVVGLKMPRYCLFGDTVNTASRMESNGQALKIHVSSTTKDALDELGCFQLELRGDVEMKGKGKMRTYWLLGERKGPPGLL
SIAE primary = inhibitors of human sialic acid acetylesterase SIAE. Q9HAT2. SIAE FP-Rh probe binding, fluorescence polarization. inhibition, % at 9.66 µM. 370,000 tested, 0.69% active. AID 1053197;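 active = inhibition above a cutoff: mean of compounds within the control limits plus 3 SD of those, cut at about 17% in these data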;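 also: 0% = plate median of compound wells and 100% = probe without SIAE protein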
ABHD4 inh = inhibitors of mouse ABHD4. inhibition, % at 8.92 µM. 370,000 tested, 0.54% active. purified mABHD4, FP-Rh probe fluorescence polarization. Q8VD66;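 active = inhibition exceeding the mean over every tested compound plus 3 SD, cut at about 30% in these data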;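 also: 0% = plate median of compound wells and 100% = S159A mutant with DMSO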
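assay system = mABHD4 protein | compound dosing = single nominal dose of 8.92 µM, 0.89% DMSO final | read-out basis = percent inhibition of probe binding, normalized to plate controls | schedule = Enzyme–compound pre-incubation 45 min, then probe 60 min, both 25 °C | detection = fluorescence polarization, excitation 525 nm, emission 598 nm, BODIPY TMR filters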
UHRF1 MBD2 ctr = UHRF1 methyl-DNA binding inhibition | UHRF1 binding to methylated oligo, TR-FRET | inhibition, % at 4.4 µM | 370,000 tested, 0.75% active | AID 687016; in the data active = inhibition above about 21%;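 also: UHRF1 SRA domain binding a hemimethylated CpG hairpin DNA probe; 0% = median of test compound wells and 100% = reference inhibitor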
rCAG RNA binder = molecules binding r(CAG) RNA repeats; inhibition, % at 3 µM; 370,000 tested, 1.3% active; r(CAG) RNA repeat, TO-PRO-1 dye displacement fluorescence;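 active = inhibition above the plate cutoff, the mean of all test compounds on that plate plus 3 SD, cut at about 35% in these data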;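 also: 0% = DMSO alone and 100% = 100 µM mitoxantrone as full dye displacement; higher means more dye released from RNA so lower well fluorescence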
MBD2 DNA inh = blocks human MBD2 binding to methylated DNA | 370,000 tested, 0.31% active | inhibition, % at 4.4 µM | Q9UBB5 | TR-FRET, MBD2 binding to methylated oligonucleotide | AID 686964; in the data active = inhibition above about 13%
HTRA1 inhibitor = blocks human HTRA1 serine peptidase; recombinant HTRA1, FP-rhodamine activity-based probe, fluorescence polarization; Q92743; inhibition, % at 5.96 µM; 340,000 tested, 0.5% active; AID 504803; in the data active = inhibition above about 36%;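 also: 0% = enzyme with DMSO and 100% = wells lacking enzyme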
NPR1 activator = GC-A (human) enzyme activation | P16066 | HEK293 GC-A cells, cGMP TR-FRET, EC30 ANP; 0% at EC30 ANP, 100% saturating ANP | activation, % at 10 µM | 370,000 tested, 0.14% active | AID 1671463; in the data active = activation above about 40%
* hit, by the source's call; / = not tested or not shown. Not all compounds are listed; the hit share may differ from the screen's.

SMILES	TCR-CD3 inh	PRMT1 FP inh	GC-B act	SIAE primary	ABHD4 inh	UHRF1 MBD2 ctr	rCAG RNA binder	MBD2 DNA inh	HTRA1 inhibitor	NPR1 activator
COC(=O)c1cc(-c2cccs2)nn1-c1ccccc1	3	3	-13	-5	5	-2	-3	-5	-7	-30
c1ccc(Oc2ccc3ccccc3n2)cc1	-4	1	7	-4	1	2	-4	4	-1	3
O=S(=O)(NCCc1nc2ccccc2[nH]1)c1ccccc1	4	7	1	2	6	0	11	-2	0	2
O=C(NN=Cc1ccc(F)cc1)c1cccc(S(=O)(=O)N2CCCC2)c1	-4	3	-3	-9	-1	-1	2	4	-5	-2
COc1cnc(N(C)C)nc1Sc1ccc(Cl)cc1	0	4	-12	-3	-1	0	3	0	2	-8
Cc1ccc(S(=O)(=O)N2CCN=C2SC(C)c2ccccc2)cc1 (stereo unspecified)	-1	-3	-5	2	-20	-3	-8	-1	-17	-4
O=C(CCNS(=O)(=O)c1ccc2c(c1)CCC(=O)N2)NCc1ccc2c(c1)OCO2	7	-3	6	3	2	1	0	-4	2	1
COc1ccc(CCNC(=O)C2CCN(S(=O)(=O)c3ccc(NC(C)=O)cc3)CC2)cc1OC	-3	-3	4	-3	-5	-2	-2	-5	4	-2
CCCCOc1ccc(C(=O)NCCc2ccccc2)cc1	-5	-1	-4	-4	0	3	-9	-3	-3	1
CC(C)(C)c1ccc(CCC2OCC(CN3CCOCC3)O2)cc1 (stereo unspecified)	4	0	1	4	2	-1	-3	-4	5	2
CCCNNC(=O)C(O)(c1ccccc1)c1ccccc1	0	1	-3	-1	4	2	-1	7	5	-2
O=C(CSc1nnc2ncccn12)N1CCCCCC1	3	-3	3	2	-1	-1	-2	-2	10	1
Cc1cc(=O)oc2cc(OCc3ccc(S(=O)(=O)N4CCOCC4)cc3)ccc12	5	0	-1	-5	10	0	2	-3	-2	-9
CC(C)CN=C(NS(=O)(=O)c1ccccc1)C(Cl)(Cl)Cl	5	1	-1	-1	8	-2	-4	8	-2	3
Cc1ccc(OCCC(=O)OC(C)C(=O)Nc2c(C)n(C)n(-c3ccccc3)c2=O)cc1 (stereo unspecified)	5	2	1	0	6	-1	-8	6	-6	11
Cc1ccc(/C=C/c2nnc(-c3cccc(C)c3)o2)cc1	-1	1	-5	0	-8	6	-2	2	1	-10
Cc1ccc(C(=O)C2CC2)c(C)c1	0	0	11	2	8	1	5	-6	-6	1
CC(=O)Nc1cccc(NC(=O)C2CCCN2C(=O)Nc2ccc(Cl)cc2)c1 (stereo unspecified)	3	2	4	-1	1	2	-2	3	-4	2
CCc1ccc(Nc2n[n+](-c3ccccc3)c(-c3c(Cl)cccc3Cl)s2)cc1	4	2	1	11	42*	-3	7	-7	32	2
CN(C)c1ccc(CN2CCCCC2)cc1	1	0	0	5	-1	3	1	7	-1	-2
Cc1cccc(-n2c(-c3csc(C)c3C)n[nH]c2=S)c1	-1	3	-1	-2	4	1	4	1	-2	4
Cc1ccc(C(=O)CSc2nnc(COc3cccc(C)c3)o2)cc1	2	0	1	-2	-16	2	8	-3	-34	-3
O=C(NC1CCCC1)C1CCCN(S(=O)(=O)c2ccc(F)cc2)C1 (stereo unspecified)	8	-3	4	-1	3	-1	-3	2	1	1
COc1ccccc1-c1nnc(NC(=O)C2CCCN2S(=O)(=O)c2cccs2)o1 (stereo unspecified)	-2	0	-1	1	0	3	5	3	1	3
Cc1ccc(-c2nn(CCC(=O)NN3CCOCC3)c(=O)c3ccccc23)cc1	7	4	3	-4	10	0	-9	-4	/	4
Cc1ccc(CNC(=O)c2ccc(N3CCc4ccccc43)c([N+](=O)[O-])c2)cc1	1	1	3	6	15	0	7	-2	26	0
Cc1c(Cl)cccc1NC(=O)C1CCN(c2cnccn2)CC1	-1	-1	-1	6	1	3	2	-2	-4	0
O=S(=O)(c1ccc(Cl)cc1)N1CCCCCC1	2	-5	-10	0	-4	-3	2	-4	-3	0
CC(C)(C)OC(=O)NCCCCCNC(=O)c1nc[nH]c1C(=O)N1CCc2ccccc2C1	-2	3	0	-3	5	-2	-8	2	-6	-2
COC(=O)[C@@H]1C[C@@]2(O)[C@H](O)[C@H](O)[C@H](O)C[C@H]2N1Cc1cc(OC)cc(OC)c1	-7	-5	-5	-3	-2	2	-1	-2	-2	-1
Cc1sc2nc(C3CC3)nc(NCCNS(=O)(=O)c3ccccc3)c2c1C	3	0	-10	1	-9	-3	6	-6	-8	-4
COc1ccc(S(=O)(=O)N2CCOC2CNC(=O)C(=O)NCc2ccccn2)cc1OC (stereo unspecified)	-8	-4	3	-1	-4	2	7	0	-11	0
O=C(CN(C(=O)Cn1nnc(-c2cccs2)n1)c1ccc2c(c1)OCCO2)NCC1CCCO1 (stereo unspecified)	8	-4	3	9	-4	-2	-5	-3	-2	4
CCc1[nH]nc(C(=O)N2CCCC(N3CCN(c4ccccc4C)CC3)C2)c1C (stereo unspecified)	2	-2	-1	3	1	-3	-8	-3	-2	0
CC(=O)c1cccc(-c2csc3ncnc(Sc4nnnn4C)c23)c1	-2	-1	4	9	11	-3	2	-2	/	8
COc1ccc(C(=O)N2CCN(c3nc4cc(C)ccc4cc3C#N)CC2)c(OC)c1	2	-2	-2	6	4	1	-5	7	-8	-3
O=C(CNC(=O)C1CCCCC1)Nc1ccc(F)c(Cl)c1	-1	-3	0	1	-1	-2	-1	1	2	1
COCC(=O)N(C)c1nnc(-c2ccc([N+](=O)[O-])cc2)s1	-2	2	-2	-8	-8	4	-3	8	1	-3
COc1ccc(CC(=O)NC2CCSc3ccccc32)cc1OC (stereo unspecified)	8	1	8	8	2	0	0	0	-10	4
CC(=O)OC1CCC2C3CCc4cc(O)ccc4C3CCC12C (stereo unspecified)	0	-4	1	3	-12	-2	1	-7	-11	-4
CC(=NNC(=O)c1ccncc1)c1ccc2ccccc2c1O	-1	-10	4	8	10	-3	4	-7	24	3
COc1ccccc1CCNC(=O)C(=O)NCC1OCCN1S(=O)(=O)c1ccc(F)cc1 (stereo unspecified)	-6	5	-8	-4	4	1	3	1	-2	1
COc1ccc(C(=O)N2CCN(c3ccc(C)c(C)c3)CC2)cc1OC	-2	4	-2	12	7	-2	0	4	-5	-4
CN(CC(=O)NCc1ccncc1)S(=O)(=O)c1ccc(F)cc1	-2	-2	-2	-3	-4	9	2	-3	-2	0
COc1ccc2nc(Nc3ccccc3OC)sc2c1	-7	2	-3	1	10	0	1	2	3	-6

Part of the list above, with two lines to a compound.
Order of results – TCR-CD3 inh	PRMT1 FP inh	GC-B act	SIAE primary	ABHD4 inh	UHRF1 MBD2 ctr	rCAG RNA binder	MBD2 DNA inh	HTRA1 inhibitor	NPR1 activator
COc1ccc(S(=O)(=O)N2CCOC2CNC(=O)C(=O)NCc2ccccn2)cc1OC (stereo unspecified)
 : -8	-4	3	-1	-4	2	7	0	-11	0
O=C(CN(C(=O)Cn1nnc(-c2cccs2)n1)c1ccc2c(c1)OCCO2)NCC1CCCO1 (stereo unspecified)
 : 8	-4	3	9	-4	-2	-5	-3	-2	4
CCc1[nH]nc(C(=O)N2CCCC(N3CCN(c4ccccc4C)CC3)C2)c1C (stereo unspecified)
 : 2	-2	-1	3	1	-3	-8	-3	-2	0
CC(=O)c1cccc(-c2csc3ncnc(Sc4nnnn4C)c23)c1
 : -2	-1	4	9	11	-3	2	-2	/	8

(cont.)
SMILES	TCR-CD3 inh	PRMT1 FP inh	GC-B act	SIAE primary	ABHD4 inh	UHRF1 MBD2 ctr	rCAG RNA binder	MBD2 DNA inh	HTRA1 inhibitor	NPR1 activator
Cc1nc([N+](=O)[O-])cn1CC(O)c1ccc(F)cc1 (stereo unspecified)	-3	1	4	0	-2	-1	-2	0	1	2
CCOC(=O)N/N=C/c1ccc(N2CCOCC2)s1	-2	2	-6	-1	0	3	0	-1	-1	-16
COc1ccc(CCNC(=O)CC(C)S(=O)(=O)c2ccc3c(c2)NC(=O)CO3)cc1OC (stereo unspecified)	5	2	-5	-8	1	0	-4	0	4	6
COc1ccc(/C=C2\SC(=S)N(CCC(=O)NC3=NCCS3)C2=O)cc1OC	-2	3	-4	-1	5	-1	7	0	6	-2
Cc1ccc(NC(=O)C(c2ccccc2)c2ccccc2)nc1	1	0	-5	5	-7	0	-3	-4	-16	-6
CN(C)C(=O)COc1ccc(Br)cc1	9	-1	4	-3	-8	-2	-2	4	0	3
CCC(C)(C)NC(=O)CN(CC1CCCO1)C(=O)CNS(=O)(=O)c1ccccc1 (stereo unspecified)	0	1	0	-3	3	0	-3	-3	-5	2
CCn1c(=O)cc(SCC(=O)N2CCC(C)CC2)c2ccccc21	1	1	6	0	2	1	-5	-1	-3	-2
COc1ccc(O)c(/C=N/NC(=O)c2ccc(N3CCCC3=O)cc2)c1	-1	2	-2	7	8	-3	4	-6	18	-4
S=C(Nc1ccc(Oc2ccccc2)cc1)NC1CCCCC1	-10	1	7	-2	-10	3	3	0	-16	2
Cn1ccc2c(N(Cc3ccccc3)Cc3ccccc3)cc3c(c21)C1CCC3O1 (stereo unspecified)	-1	0	-1	2	12	-5	12	-10	/	-3
Cc1ccc(N=Cc2c(O)n(C)c(=O)n(C)c2=O)nc1	2	29*	-8	0	-1	-1	1	1	2	-2
Cc1ccc(S(=O)(=O)N2CCN(C(=O)c3c(C)nn(-c4ccccc4)c3Cl)CC2)cc1	1	0	-1	-4	-4	-1	-4	3	2	-6
COc1ccc(NC(=S)NCC(c2cccnc2)N2CCOCC2)cc1 (stereo unspecified)	0	1	5	-6	2	-3	-1	3	4	0
Cn1c(=S)[nH]c2ccccc21	3	0	1	1	1	-2	0	5	5	5
Cc1c(NC(=O)CSc2nnc(-c3ccncc3)n2C)c(=O)n(-c2ccccc2)n1C	-2	2	4	1	4	8	4	7	1	2
COc1ccc(CN2C(=O)C(O)(CC(=O)c3c(C)n[nH]c3C)c3ccccc32)cc1OC (stereo unspecified)	1	-1	7	10	3	-3	0	1	-1	-3
CCOC(=O)[C@]12CCC=C1N(Cc1ccc(Cl)cc1Cl)C(=O)[C@H](CC(=O)NCc1cccc3ccccc13)C2	-2	0	2	-14	-10	-3	14	-2	/	-1
COc1ccccc1N(C)S(=O)(=O)c1ccc(C(=O)Nc2cc(OC)c(OC)c(OC)c2)cc1	-3	5	6	3	-20	3	7	8	3	2
CC(=O)N1CCN(S(=O)(=O)c2cccc(C(=O)Nc3ccc4c(c3)OCO4)c2)CC1	0	1	1	2	8	-2	2	1	0	1
COc1cccc(NC(=O)CN(C)C(=O)c2ccccn2)c1	-3	-1	0	-3	-5	-1	1	3	-6	2
CCN(CC)S(=O)(=O)c1cccc(C(=O)NCCc2ccccc2)c1	4	1	2	3	-5	4	-3	-6	1	5
CCOC(=O)C(CC)Sc1nnc2n1C(C)(C)Cc1ccccc1-2 (stereo unspecified)	-7	-1	3	-6	2	0	-8	1	0	2
Cc1ccc(C(=O)COC(=O)CCNS(=O)(=O)c2ccccc2F)cc1	-5	-1	3	4	4	-2	0	3	-3	0
CC1CC1C(=O)NCCc1ccc(Cl)cc1 (stereo unspecified)	3	-4	-1	-2	-5	2	0	-5	-3	0
COc1ccc(N2CCN(Cc3nc4scc(-c5cccs5)c4c(=O)[nH]3)CC2)cc1	-1	0	0	-25	4	2	3	-4	3	2
O=C(NC1CCCC1)C1CCCN1C(=O)Nc1ccc(Cl)cc1 (stereo unspecified)	7	3	2	-2	-5	-1	2	4	1	6

Screening data as filed in PubChem BioAssay.
